# Coupling enz – counter-screen for Giardia aldolase inhibitors: coupling enzyme system | coupling enzyme system counterscreen, AmpLite Red fluorescence | hit rate 0.67% among 290,000 | activity change, negative = inhibition, % at 58.2 µM, hits read low | AID 2472; in the data active means activity change below about -30%; further: on the % scale 0 is the no-effect control and ±100 the full control effect
#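 Fluorescence at 525 nm excitation and 598 nm emission measured inhibition of the coupled detection system without aldolase. Compounds (at 57.5 uM final) were preincubated 10 min at room temperature with coupling enzyme reagent before a 20 min substrate/AmpLite Red step.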
# TCR act – activators of T cell receptors; AID 504894; Potency, µM (doses to about 9.22 µM), for the others: at the top dose activation of IL-2 secretion, actives largely listed as activators; 330,000 tested, under 10 active; primary human leukocytes, anti-CD3, IL-2 HTRF, 48 h; further: % of control where 0% means no effect
#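 Activity was scored as IL-2 release from primary human leukocytes given only a TCR signal (a-CD3 beads) plus compound for 48 hr. Detection used a two-antibody HTRF format read at 665nm.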
# KCNH2 WT inh – blocks the wildtype human KCNH2 potassium channel; Q12809; U2OS, BacMam KCNH2, thallium flux FluxOr; hits give low values; activity change, % at 1.84 µM; hit rate 0.37% among 340,000; AID 720551;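 active means maximum activity change below -70%; inconclusive means maximum activity change between -70% and -50%; inactive means maximum activity change above -50%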; further: on the % scale 0 is the no-effect control and ±100 the full control effect
#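 U2OS cells transduced with wild-type KCNH2 virus are loaded with FluxOr dye for 45 min, and thallium flux is measured in kinetic reads before and after stimulation buffer. Rate constants are normalized to DMSO controls.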
# CXXC DNA block – blocks binding of human MLL CXXC domain to DNA. Potency, µM (highest dose often 115 µM), without a hit: at the highest dose activity change, negative = inhibition, actives largely listed as inhibitors. Q03164. MLL-CXXC / FITC-HOXA9 DNA fluorescence polarization. hit rate 0.037% among 290,000. AID 2662; active means well fitted inhibition curve with a large enough effect in the polarisation, with a control signal flat, not every such curve was filed as active; inconclusive means small, poorly fitted or top-dose-only effect, or effect the other way, or a change in a side signal; inactive means no such curve, though single readings can be large or run the other way; the % refers to the polarisation; further: potency means the concentration at half of the fitted maximal effect
#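 Steps: dispense CXXC domain solution (7 uM) → pin compounds or unlabeled HOX-A9 DNA control → 5 min ambient → add FLSN-HOX-A9 solution (50 nM) → spin → 30 min ambient → fluorescence polarization. Tris pH 7.5/NaCl/DTT/BSA buffer.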
# BCR signal inh – chronic active BCR signaling inhibition. ABC-DLBCL IkBa-CBG/CBR reporter, luminescence ratio, 4 h. Potency, µM (top dose mostly 46.1 µM), without a hit: at the highest dose ratio change, negative = lower green/red ratio, most hits filed as inhibitors. hit rate 0.05% among 340,000; active means well fitted inhibition curve with a large enough effect in the signal ratio, with a control signal flat, not every such curve was filed as active; inconclusive means small, poorly fitted or top-dose-only effect, or effect the other way, or a change in a side signal; the % refers to the signal ratio;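 further: potency means the concentration at half of the fitted maximal effect; plate controls were basal doxycycline-induced cells for no effect and cells given 10 µM MG132 for full effect; MG132 reads +100%, hits lower the ratio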
#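 Cell line TMD8 (human ABC DLBCL), stably expressing tet-inducible CBG68-IkBa fusion and CBR; IMDM/0.5% FBS; cpd up to 46 uM; dox induction, 4 h, 37C/5% CO2; dual luminescence; green/red ratio; MG132 control.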
# Giardia killer – kills Giardia lamblia; activity change, % at 7.66 µM, hits read low; Giardia lamblia trophozoite viability; hit rate 0.15% among 340,000; in the data active means activity change below about -80%; inconclusive means between about -30% and that limit;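 further: parasites exposed to compound for two days anaerobically before the ATP read; on the % scale 0 is the no-effect control and ±100 the full control effect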
#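 Giardia trophozoites, 100 cells per well, were exposed to compounds for 48 hrs at 37 deg C under anaerobic conditions; viability was then read as ATP content by bioluminescence after 15-30 min at room temperature.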
# TSHR antag – human thyrotropin receptor antagonism; hit rate 0.2% among 330,000; TSHR-expressing cells, TSH-stimulated cAMP HTRF, 2 h; hits give low values; AID 504810; P16473; activity change, negative = inhibition, % at 11.5 µM;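 active means activity change below a set negative limit, meaning inhibition stronger than a set level, cut at about -70% in these data; inconclusive means activity change between two set negative limits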; further: on the % scale 0 is the no-effect control and ±100 the full control effect
#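 TSHR-expressing cells were treated with compounds, then stimulated with TSH at EC80 (4nM final) for 2 hours at 37 deg C. Cellular cAMP was measured by HTRF competition between lysate cAMP and cAMP-d2 for a cryptate-labelled anti-cAMP antibody.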
# A-T KAP1 phos – potential ataxia-telangiectasia treatment | […] A-T fibroblasts, KAP-1 phosphorylation AlphaLISA; neocarzinostatin DNA damage 30 min before lysis | Potency, µM (doses to about 57.5 µM), for inactives: top-dose activation, hits mostly activators | hit rate 0.19% among 320,000; further: potency means the concentration at half of the fitted maximal effect; % of control where 0% means no effect; nearly all actives have a fitted effect of over 45% in size
#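 hTERT-immortalized A-T patient fibroblasts ([…]), 500 cells/well in OPTI-MEM, 1% FBS, got compounds for 60 min, then NCS for 30 min at 37C. Lysates were then assayed for phospho-KAP-1 by AlphaLISA (anti-pKAP1 donor, anti-KAP1 acceptor beads), 6 hr at 25C.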
# GALK inh – blocks human galactokinase activity | Purified GALK, Kinase-Glo residual ATP luminescence | Potency, µM (highest dose often 57.5 µM), for inactives: at the highest dose activity change, negative = inhibition, actives largely listed as inhibitors | hit rate 0.007% among 270,000; further: potency means the concentration at half of the fitted maximal effect; on the % scale 0 is the no-effect control and ±100 the full control effect
# Target sequence (P51570 whole entry, looked up): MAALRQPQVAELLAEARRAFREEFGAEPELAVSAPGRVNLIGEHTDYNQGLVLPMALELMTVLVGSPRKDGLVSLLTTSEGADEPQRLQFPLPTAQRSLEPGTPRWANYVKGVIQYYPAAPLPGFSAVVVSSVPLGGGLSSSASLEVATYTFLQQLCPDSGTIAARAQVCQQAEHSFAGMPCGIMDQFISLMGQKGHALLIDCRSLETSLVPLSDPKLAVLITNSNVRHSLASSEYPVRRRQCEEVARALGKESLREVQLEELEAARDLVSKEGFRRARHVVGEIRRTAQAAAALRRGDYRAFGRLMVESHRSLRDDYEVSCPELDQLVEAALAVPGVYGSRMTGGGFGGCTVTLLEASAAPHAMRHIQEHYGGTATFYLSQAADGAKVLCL
#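 Galactose (100 uM) and ATP (35 uM) were turned over by 5 nM GALK for 1 h at RT. Kinase-Glo Plus then converted the remaining ATP into a luminescent signal.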
# Tb PFK inh – T. brucei PFK enzyme inhibition; O15648; hit rate 0.17% among 330,000; Potency, µM (highest dose often 57.5 µM), inactives show top-dose activity, negative = inhibition, usual class: inhibitors; T. brucei PFK, ADP-Glo luminescence;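 further: potency means the concentration at half of the fitted maximal effect; 0% = uninhibited 1x PFK enzyme wells and -100% = no-enzyme wells; nearly all actives have a fitted effect of over 60% in size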
# Target sequence (O15648 whole entry, looked up): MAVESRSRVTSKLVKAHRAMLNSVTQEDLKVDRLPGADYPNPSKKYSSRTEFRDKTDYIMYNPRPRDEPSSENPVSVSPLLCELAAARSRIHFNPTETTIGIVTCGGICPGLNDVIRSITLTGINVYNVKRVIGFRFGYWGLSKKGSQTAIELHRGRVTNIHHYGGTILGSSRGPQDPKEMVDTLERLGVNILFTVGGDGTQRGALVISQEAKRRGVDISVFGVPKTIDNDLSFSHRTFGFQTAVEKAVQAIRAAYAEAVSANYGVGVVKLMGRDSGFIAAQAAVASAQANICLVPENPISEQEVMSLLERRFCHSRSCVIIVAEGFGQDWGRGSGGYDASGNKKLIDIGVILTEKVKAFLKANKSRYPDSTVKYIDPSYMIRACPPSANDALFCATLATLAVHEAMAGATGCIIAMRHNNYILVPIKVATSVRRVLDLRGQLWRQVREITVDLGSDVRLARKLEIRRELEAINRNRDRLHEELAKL
#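 Luminescent ADP detection (ADP-Glo, two-step: ATP depletion then ADP-to-ATP conversion for luciferase) reported PFK activity after 45 min room-temperature reaction of 1.25 nM enzyme with 0.5 mM F6P and 0.1 mM ATP at pH 8.0.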
# * hit, by the source's call; ? = inconclusive; . = not tested or not shown; [ ] = another dose, or the depositor's remark. Unless noted, the call rests on the fitted dose curve; in most records, active means well fitted curve in the direction sought with a large enough effect; inconclusive means small, poorly fitted or top-dose-only effect, or another doubt; inactive means no such curve, though single readings can be large; an effect the other way counts as inactive or inconclusive.
SMILES,Coupling enz,TCR act,KCNH2 WT inh,CXXC DNA block,BCR signal inh,Giardia killer,TSHR antag,A-T KAP1 phos,GALK inh,Tb PFK inh
O=C(NNc1ccccn1)C(=O)NNS(=O)(=O)c1ccc(F)cc1,-0.3,-1.5%,-7.3,-4.7%,0.2%,-3.7,-7.5,-1.7%,3.9%,-6.9%
CC(C)(C#CCN1CCCC1)OCCC#N,1.2,3.5%,-2.7,-3.0%,1.0%,9.9,-4.5,8.1%,6.4%,-6.3%
CCn1c(SCc2nc3ccccc3c(=O)[nH]2)nc2ccccc2c1=O,2.7,-1.6%,1.6,-9.2%,?,7.0,4.2,0.0%,-0.6%,1.0%
CCOC(=O)N1CCN(C(=O)CN(Cc2ccc(Cl)cc2)S(C)(=O)=O)CC1,2.3,4.4%,-14.1,?,?,7.4,11.9,-0.2%,-1.4%,-2.7%
CN(C)c1nc(OCC(=O)NC(C)(C)C)nc(N(C)C)n1,3.2,-4.4%,0.1,0.6%,0.0%,14.7,-0.8,-0.1%,-1.5%,-0.7%
CC(C)CNC(=O)CSc1nnc(CN2CCCCCC2=O)n1-c1ccccn1,3.2,5.8%,3.8,8.1%,1.5%,-10.0,-2.1,6.2%,4.4%,-4.4%
CCCCNC(=O)Nc1ccccc1CC,1.1,0.7%,-11.6,-5.8%,?,18.0,-4.7,-2.4%,12.3%,-0.1%
CCOc1ccc(N(CC(=O)NCCc2ccccc2)C(=O)CCC(=O)Nc2nccs2)cc1,1.5,-4.4%,-2.1,27.5%,-5.2%,-7.5,5.2,4.9%,-2.1%,0.1%
CCS(=O)(=O)N1CCN=C1SC(C)c1ccccc1 (stereo not drawn),.,-2.2%,-29.1,8.0%,-5.7%,1.7,1.7,0.0%,-4.8%,1.3%
C[C@@H]1CN([C@@H](C)CO)C(=O)c2cccc(NS(C)(=O)=O)c2O[C@H]1CN(C)Cc1ccc(Oc2ccccc2)cc1,.,7.8%,0.7,.,0.0%,-9.4,-16.2,0.5%,.,0.2%
Cc1ccc(-c2nnc(N(C)C(=O)c3cccnc3)s2)cc1,.,5.0%,11.9,-11.1%,?,1.4,-28.6,4.0%,-1.0%,-0.7%
O=C(COC(=O)C1Cc2ccccc2CN1C(=O)c1ccccc1)Nc1ccc(SC(F)F)cc1 (stereo not drawn),-0.9,-1.3%[46.1 µM],12.2,0.5%,-4.1%,14.2,13.1,1.8%,0.4%,0.1%
O=C(Nc1ccccc1Cl)NC1(C(=O)NCCCN2CCOCC2)CCCCC1,4.8,-3.6%,1.2,-1.7%,0.5%,3.0,1.4,-0.8%,-1.1%,0.6%
Cc1ccc(-n2ncc3c2CCCC3NC(=O)CCN2CCCC2=O)cc1C (stereo not drawn),.,11.6%,1.0,9.2%,2.2%,21.8,-4.5,0.1%,0.2%,0.3%
CCN1CCN(C(=O)c2ccc(CS(=O)(=O)Cc3ccccc3C)o2)CC1,4.9,8.6%,1.4,-6.3%,?,5.4,-1.4,1.2%,9.5%,-1.4%
CC(C)COc1ccccc1C(=O)NC(CO)C(=O)O (stereo not drawn),-1.1,0.0%,2.7,-5.3%,8.6%,-16.8,6.1,-0.7%,-2.2%,-7.0%
COc1cccc2c(=O)n(CC(=O)NC3CCCCC3)ccc12,-0.2,-1.8%,-13.1,10.3%,4.0%,10.8,3.0,-2.1%,1.7%,-10.5%
O=C1CN=C(Nc2ccccc2)N1Cc1cccs1,-1.6,5.3%,-9.1,-2.7%,-5.8%,-10.7,8.1,3.5%,.,5.0%
NC(=O)C1=C[C@@H](c2csc3ccccc23)C[C@@H](OCc2ccc(CO)cc2)O1,-16.0,-2.1%,5.7,41.1%[activator],5.5%,-15.3,2.1,-5.4%,-0.2%,2.2%
Cc1ccc2nc(SCC(=O)c3ccc4c(c3)OCO4)[nH]c2c1,-0.6,.,-9.0,-9.2%,1.4%,-6.7,-0.3,5.4%,-4.1%,11.7%
COc1ccccc1CC(=O)N1CCC(CCC(=O)NC2CC2)CC1,.,3.7%,-2.9,3.2%,-1.5%,-23.9,-0.6,5.6%,8.9%,-3.2%
CCOC(=O)N1CCC(NS(=O)(=O)c2cc3c(cc2C)NC(=O)CO3)CC1,-0.9,3.3%,-7.5,3.8%,-2.0%,6.6,30.7,-0.2%,0.0%,1.1%
O=C(CCCc1ccccc1)NCCC1=CCCCC1,-1.6,7.6%,0.9,2.7%,11.6%,19.1,-7.0,5.0%,-1.6%,1.6%
C=CCSC1=N/C(=C\c2sccc2C)C(=O)S1,5.4,-6.5%,-11.1,-17.0%,?,4.6,-6.4,-6.7%,3.9%,0.5%
c1ccc(CSc2nc3ncncc3[nH]2)cc1,-4.2,0.3%,33.2,2.3%,-8.9%,16.3,4.4,-5.4%,-1.3%,0.3%
O=C(C[n+]1cccc2ccccc21)c1ccc(NC(=O)c2ccccc2)cc1,0.8,-0.1%,-0.8,31.6%[activator],-0.5%,16.9,9.2,?,-1.9%,2.6%
Cc1cc(C)n(-c2ccc(C(=O)OCC(=O)N3CCN(c4ccccc4)CC3)cc2)n1,.,11.8%,-12.1,.,-0.4%,-24.3,14.0,-1.6%,.,-2.2%
CCN(CC)c1ccc(NC(=O)CN2CCN(CC(=O)Nc3ccccc3F)CC2)cc1,0.1,0.8%,0.6,1.9%,?,11.1,-2.0,-18.2%,-0.1%,-3.7%
O=C1C(=O)N(CCN2CCOCC2)C(c2cccnc2)/C1=C(/O)c1ccc(Cl)cc1 (stereo not drawn),2.9,.,10.8,2.6%,-0.4%,4.3,2.4,-2.3%,-0.4%,1.9%
O=C(COc1ccc(C(=O)c2ccccc2)cc1)Nc1cccnc1,0.6,-6.8%,-3.1,21.2%,1.2%,-2.7,?,-3.0%,8.5%,3.8%
O=C(CCC(=O)N1CCN(Cc2ccccc2)CC1)Nc1nnc(C2CCCCC2)s1,.,0.6%,-0.8,-1.3%,1.5%,-5.6,-0.4,9.9%,5.5%,-2.9%
Cc1cccc(NC(=S)N2CCN(c3ccccc3F)CC2)c1C,0.0,0.8%,-5.2,-1.3%,-6.7%,4.7,7.6,-4.9%,7.8%,-0.4%
Cc1cc(NC(=O)CSc2nnc(-c3ccccc3)c(-c3ccccc3)n2)no1,-3.3,-4.9%,0.5,14.7%,-6.2%,8.9,-9.4,16.8%,-2.1%,0.9%
CCOC(=O)C1CCN(C(=O)COC(=O)c2ccc(Br)o2)CC1,3.2,1.8%,3.2,-0.5%,2.7%,6.3,24.8,.,-1.3%,4.6%
Cc1c(CCC(=O)NCCC(=O)O)c(=O)oc2cc3occ(-c4ccccc4)c3cc12,10.4,-1.6%,0.7,-1.1%,?,8.8,-15.9,3.4%,.,1.0%
FC(F)(F)c1cccc(Nc2nc(N3CCOCC3)nc(N3CCOCC3)n2)c1,-2.9,-10.9%,1.1,-12.0%,?,-14.5,-6.8,4.7%,0.0%,-6.2%
Cc1nc(C)n(C(C)CNC(=O)c2ccco2)n1 (stereo not drawn),-1.6,7.0%,-0.4,7.4%,0.3%,5.3,20.6,6.7%,2.7%,2.2%
O=C(CN1C(=O)NC2(CCCC2)C1=O)Nc1cccc(Cl)c1,-0.1,-1.0%,-3.8,-3.2%,-8.2%,-10.1,-9.5,3.9%,-1.2%,-4.3%
O=C(CNC(=O)c1cc(Cl)nc2ccccc12)Nc1ccccc1Br,.,1.1%,2.4,.,4.5%,12.6,-14.6,-2.7%,.,-0.6%
O=C(c1cn(-c2ccccc2)nc1-c1cccs1)N1CCN(c2ccc(F)cc2)CC1,4.6,-2.3%,2.0,-12.2%,3.9%,5.3,7.4,2.7%,0.5%,1.5%
Cc1cc(OCCn2nc(C(=O)O)c3ccccc3c2=O)ccc1C(C)C,-17.4,3.4%,5.9,0.2%,-0.4%,-6.0,-15.4,-2.8%,12.0%,-11.7%
CC(C)CCOc1cccc(OCC(=O)N(C)C2CCS(=O)(=O)C2)c1 (stereo not drawn),-1.6,4.5%,2.8,25.9%,-14.3%,0.2,-0.9,5.9%,-1.5%,1.2%
Cc1ccc(C(=O)N2CCN(S(=O)(=O)c3cc(Br)ccc3Br)CC2)o1,3.6,-3.9%,-7.5,-9.5%,2.9%,9.6,0.1,9.2%,3.7%,-7.8%

# Part of the list above, with two lines to a compound.
# Screens in order: Coupling enz | TCR act | KCNH2 WT inh | CXXC DNA block | BCR signal inh | Giardia killer | TSHR antag | A-T KAP1 phos | GALK inh | Tb PFK inh
Cc1cc(OCCn2nc(C(=O)O)c3ccccc3c2=O)ccc1C(C)C
 : -17.4 | 3.4% | 5.9 | 0.2% | -0.4% | -6.0 | -15.4 | -2.8% | 12.0% | -11.7%
O=C(COC(=O)C1Cc2ccccc2CN1C(=O)c1ccccc1)Nc1ccc(SC(F)F)cc1 (stereo not drawn)
 : -0.9 | -1.3%[46.1 µM] | 12.2 | 0.5% | -4.1% | 14.2 | 13.1 | 1.8% | 0.4% | 0.1%
